# NCI-60 one-dose screen, 48 h, at 10 µM unless noted. Numbers give growth in % (100 = growth as untreated, 0 = no growth, -100 = all killed).
# SK-OV-3 – SK-OV-3 ovarian cancer cells. hit rate 3.2% among 80,000
# OVCAR-4 – OVCAR-4 ovarian cancer cells | hit rate 3.7% among 80,000 | AID 1794784
# OVCAR-8 – OVCAR-8 ovarian cancer | AID 1794782 | hit rate 4.4% among 81,000
# U251 – U251 CNS tumor cells. hit rate 5.4% among 80,000
# PC-3 – PC-3 prostate cancer cells; hit rate 3.9% among 80,000; AID 1794754
# OVCAR-5 – OVCAR-5 ovarian cancer. hit rate 2.9% among 82,000. AID 1794783
# OVCAR-3 – OVCAR-3 ovarian cancer. hit rate 7% among 79,000
# DU-145 – DU-145 prostate cancer; hit rate 4.2% among 81,000
# SF-295 – SF-295 CNS cancer cells; hit rate 5.6% among 79,000; AID 1794758
# Starred values were filed as active, the others as inactive; . = no result given; [ ] = another dose, or the depositor's remark. How the source made its calls: active means growth percent below 10; inactive means the rest.
1	O=C(Nc1ccc(-c2ccnc(Nc3ccc(N4CCOCC4)cc3)n2)cc1)[C@@H]1CCCN1
2	CC1CC(=O)Oc2cc(O)c(O)cc21 (stereo not given)
3	CC(=O)c1c(O)c2ccccc2oc1=O
4	Cc1nc2ccccc2c(Oc2ccccc2)c1-c1ccccc1
5	c1ccc(N=C2CCCCC2)cc1
6	O=C1C=C(S(=O)(=O)O)C(=O)c2ccccc21

assay / entry	1	2	3	4	5	6
SK-OV-3	43	119	111	96	105	88
OVCAR-4	71	98	108	78	.	107
OVCAR-8	72	91	99	90	105	92
U251	51	96	98	82	98	89
PC-3	61	88	96	84	84	83
OVCAR-5	77	120	95	86	98	103
OVCAR-3	76	87	99	102	124	101
DU-145	67	98	106	101	119	107
SF-295	36	104	99	92	.	89

7	O=c1[nH]c2c(cc1S(=O)(=O)c1ccccc1)CCc1[nH]ncc1-2
8	COc1cccc2c1C(=O)c1c(O)c3c(c(O)c1C2=O)C[C@@](O)(C(C)=O)C[C@@H]3OC1CC(N)C(O)C(C)O1 (stereo not given in full)
9	O=C(C[Si](CC(=O)c1cccc(C(F)(F)F)c1)CC(=O)c1cccc(C(F)(F)F)c1)c1cccc(C(F)(F)F)c1
10	CCOC(=O)CCNc1nc(N)nc(N(C)Cc2ccccc2)c1C=O
11	N#CCSc1nc(N)nc2nc[nH]c12
12	C#Cc1cccc(NC(=O)Nc2cccc(N=C=S)c2)c1

assay / entry	7	8	9	10	11	12
SK-OV-3	112	5.5*	98	114	.	120[8.25 µM]
OVCAR-4	102	-3.2*	88	112	109	100[8.25 µM]
OVCAR-8	105	.	91	99	109	99[8.25 µM]
U251	102	3.2*	52	103	103	97[8.25 µM]
PC-3	96	-26*	-15*	101	84	95[8.25 µM]
OVCAR-5	103	-12*	91	108	115	102[8.25 µM]
OVCAR-3	109	-1.6*	38	120	153	115[8.25 µM]
DU-145	114	-11*	33	123	119	107[8.25 µM]
SF-295	103	-27*	2.7*	97	127	101[8.25 µM]

13	N#Cc1c(-c2ccc(Cl)cc2)nc(N=Nc2c(O)[nH]c3ccccc23)nc1N1CCOCC1
14	Nc1c(C2=NCCN2)c(-c2ccccc2)c(-c2ccccc2)n1C1CCCCC1
15	O=c1c2cccnc2n(-c2ccc(Cl)cc2)c(=O)n1-c1nc2ccc(F)cc2s1
16	N#C/C(=C1C=C/C(=N\O)C(Cl)=C\1)c1ccccc1
17	CC1CCCC(C)(C)C1NCCOC(=O)c1ccc(N)cc1 (stereo not given)
18	COc1cc2nc(Cl)nc(Nc3cccc(C4=Nc5c(N)nc(N)nc5NC(c5ccccc5)C4)c3)c2cc1OC (stereo not given)

assay / entry	13	14	15	16	17	18
SK-OV-3	110	101	96	38	99	121
OVCAR-4	115	79	108	57	116	97
OVCAR-8	100	79	112	43	106	67
U251	107	95	105	.	102	60
PC-3	103	78	85	15	94	75
OVCAR-5	104	100	109	64	111	110
OVCAR-3	115	91	101	40	100	78
DU-145	102	105	113	40	104	86
SF-295	103	92	93	-32*	.	76

19	CCCCSc1ncnc2[nH]ncc12
20	CN1CCn2c(c(Sc3ccc(C(=O)NO)cc3)c3ccccc32)C1=O
21	C#CCC1(c2ccccc2)NS(=O)(=O)c2ccccc21 (stereo not given)
22	O=C(Nc1ccccc1)Nc1ncccc1OCc1ccccc1
23	COc1c2ccccc2c(OC)c2[nH]c(=O)ccc12
24	Nc1nc(N)c2cc(C=O)ccc2n1

assay / entry	19	20	21	22	23	24
SK-OV-3	103	57	95	96	93	97
OVCAR-4	103	14	117	85	60	105
OVCAR-8	88	-46*	101	109	87	93
U251	95	-61*	99	105	28	85
PC-3	105	-35*	93	95	67	92
OVCAR-5	103	24	96	94	75	101
OVCAR-3	112	-32*	112	101	59	110
DU-145	108	36	108	103	-95*	114
SF-295	101	-1.7*	107	97	-21*	97

25	O=C(c1ccc2ccccc2c1)c1cccc(F)c1C(=O)O (tested in a mixture with another compound)
26	CCOC(=O)C1CC2C=CC1C2 (stereo not given)
27	Cc1cccc(-c2nc(Nc3cccc(S(N)(=O)=O)c3)c3ccccc3n2)c1
28	CC(=O)N1N=C(CCC(=O)c2nc3ccc([N+](=O)[O-])cc3[nH]2)OC1c1ccc(F)cc1 (stereo not given)
29	CCCCCCCCC(C(=O)OCC)C(=O)OCC
30	N#Cc1c2ncccc2c2nnc3cc(Cl)c(Cl)cc3n12

assay / entry	25	26	27	28	29	30
SK-OV-3	99	107	102	71	105	104
OVCAR-4	111	108	52	96	112	108
OVCAR-8	100	105	2.3*	89	109	88
U251	106	104	36	99	105	91
PC-3	93	111	40	92	91	.
OVCAR-5	110	94	77	102	104	90
OVCAR-3	105	106	73	93	104	70
DU-145	145	123	57	106	111	89
SF-295	157	101	20	98	.	105

# Random excerpt: 6 records from the list
26	CCOC(=O)C1CC2C=CC1C2 (stereo not given)
29	CCCCCCCCC(C(=O)OCC)C(=O)OCC
7	O=c1[nH]c2c(cc1S(=O)(=O)c1ccccc1)CCc1[nH]ncc1-2
19	CCCCSc1ncnc2[nH]ncc12
3	CC(=O)c1c(O)c2ccccc2oc1=O
6	O=C1C=C(S(=O)(=O)O)C(=O)c2ccccc21

assay / entry	26	29	7	19	3	6
SK-OV-3	107	105	112	103	111	88
OVCAR-4	108	112	102	103	108	107
OVCAR-8	105	109	105	88	99	92
U251	104	105	102	95	98	89
PC-3	111	91	96	105	96	83
OVCAR-5	94	104	103	103	95	103
OVCAR-3	106	104	109	112	99	101
DU-145	123	111	114	108	106	107
SF-295	101	.	103	101	99	89

# Going on with the list.
31	CC(=O)c1ccc(-n2ccc(C(F)(F)F)n2)c(F)c1
32	Cc1c(C(=O)NC(Cc2ccccc2)C(O)C(=O)NCc2ccccc2)[nH]c2ccccc2c1=O (stereo not given)
33	Cn1c(SCC(=O)NNc2ncnc3ccccc23)nc(-c2ccccc2)c(C#N)c1=O
34	CCCCSc1ncc(C)c(N(C)C)n1
35	COc1ccc(-n2c(-c3cc4ccccc4nc3Cl)noc2=O)cc1
36	CCCNC(=O)CC1CCN(C(=O)C2CC3CCC(OC)CC3N2)CC1 (stereo not given)

assay / entry	31	32	33	34	35	36
SK-OV-3	116	101	78	105	88	86
OVCAR-4	112	109	110	86	99	99
OVCAR-8	103	103	104	96	93	102
U251	102	100	113	88	91	101
PC-3	97	105	88	93	89	91
OVCAR-5	101	104	120	97	121	106
OVCAR-3	114	108	114	102	108	103
DU-145	104	110	113	94	105	103
SF-295	94	97	107	89	93	94

37	CCCCCCCCCCCC1=NC(CO)(CO)CO1
38	O=c1c2c(nc3cc(-c4ccccc4)[nH]n13)CSC2
39	Cc1ccc(C(=O)c2ccc(CC(=O)NNC(=O)Nc3c(C)cccc3Cl)n2C)cc1
40	COc1ccc2cc([C@H](C)C(=O)N/N=C/c3ccc(F)cc3)ccc2c1
41	Nc1cc(-c2ccc(Cl)cc2)nn1-c1nc(-c2ccc(Cl)c(Cl)c2)cs1
42	COc1ccc(/C=C/c2nc(Nc3ccc(S(=O)(=O)Nc4ncccn4)cc3)c3ccccc3n2)cc1

assay / entry	37	38	39	40	41	42
SK-OV-3	.	99	111	94	94	101
OVCAR-4	.	114	100	105	118	87
OVCAR-8	103	113	94	103	91	93
U251	.	110	96	100	100	92
PC-3	90	107	95	91	88	85
OVCAR-5	108	108	100	97	104	98
OVCAR-3	105	104	108	117	106	103
DU-145	109	104	111	105	107	96
SF-295	92	101	102	94	109	94

43	CCC(=O)c1cc2c(cc1C)C(C)(C)CCC2(C)C
44	CS(=O)(=O)Nc1cc(-c2ccc3ncnc(Nc4c(Cl)ccc5c4OCO5)c3c2)cnc1Cl
45	C#CCOc1ccc(/C=N/Nc2nc(-c3ccccc3)cs2)cc1OCC#C
46	COc1ccc(C2CC(c3ccc(OC)cc3OC)=NN2C(=O)c2ccc(S(C)(=O)=O)cc2)cc1 (stereo not given)
47	NS(=O)(=O)Oc1ccc(-c2cn3ccsc3n2)cc1
48	CCCCCCOP(=O)(OCCCCCC)C(CCCCCC)C(=O)OCCCC (stereo not given)

assay / entry	43	44	45	46	47	48
SK-OV-3	101	-10*	88	98	115	91
OVCAR-4	117	8.3*	51	96	106	100
OVCAR-8	108	8.9*	79	91	107	93
U251	102	-30*	84	95	103	84
PC-3	98	2.8*	58	95	103	77
OVCAR-5	95	-29*	105	111	102	99
OVCAR-3	110	-64*	90	105	.	92
DU-145	103	6.1*	97	101	105	100
SF-295	94	-30*	55	101	94	80

49	CCOC(OCC)N(C)C
50	Cc1ccc(S(=O)(=O)NCCCCc2ccccc2)cc1
51	COc1cc(/C=C/C(=O)c2c(-c3ccc(Cl)cc3)nc3sc(C)nn23)cc(OC)c1OC
52	CC12CCC3C(CC=C4CC(O)CCC43C)C1CC(O)C2 (stereo not given)
53	Cc1nn(-c2ccccc2)c(N2CCOCC2)c1/C=C/C(=O)c1ccc(Cl)cc1
54	CCn1c2c(=O)c(=Nc3ccc(OC)cc3)sc=2sc2ssc(=O)c21

assay / entry	49	50	51	52	53	54
SK-OV-3	113	115	110	112	83	114
OVCAR-4	103	118	75	112	74	106
OVCAR-8	111	95	53	103	78	96
U251	.	97	76	98	86	91
PC-3	.	94	54	94	59	93
OVCAR-5	105	97	106	110	102	112
OVCAR-3	111	101	88	104	84	103
DU-145	117	105	90	108	101	114
SF-295	102	107	76	.	83	116

# Exported with two lines to a compound: 6 of the compounds above.
# Screens in order – SK-OV-3, OVCAR-4, OVCAR-8, U251, PC-3, OVCAR-5, OVCAR-3, DU-145, SF-295
(19) CCCCSc1ncnc2[nH]ncc12
→ 103, 103, 88, 95, 105, 103, 112, 108, 101
(10) CCOC(=O)CCNc1nc(N)nc(N(C)Cc2ccccc2)c1C=O
→ 114, 112, 99, 103, 101, 108, 120, 123, 97
(25) O=C(c1ccc2ccccc2c1)c1cccc(F)c1C(=O)O (tested in a mixture with another compound)
→ 99, 111, 100, 106, 93, 110, 105, 145, 157
(45) C#CCOc1ccc(/C=N/Nc2nc(-c3ccccc3)cs2)cc1OCC#C
→ 88, 51, 79, 84, 58, 105, 90, 97, 55
(35) COc1ccc(-n2c(-c3cc4ccccc4nc3Cl)noc2=O)cc1
→ 88, 99, 93, 91, 89, 121, 108, 105, 93
(39) Cc1ccc(C(=O)c2ccc(CC(=O)NNC(=O)Nc3c(C)cccc3Cl)n2C)cc1
→ 111, 100, 94, 96, 95, 100, 108, 111, 102

# Next structures:
55	CCCCn1c(=O)c(/C=C/c2cc(/C=C/c3cc4ccccc4n(CCCC)c3=O)n(-c3ccccc3)n2)cc2ccccc21
56	COc1ccc(Cn2c(C)nc3c([N+](=O)[O-])cccc32)cc1
57	c1ccc(-c2c(-c3ccccc3)[n+](Cc3ccc4ccccc4c3)c(-c3ccccc3)n2Cc2ccc3ccccc3c2)cc1
58	CC(C)(N)CCl
59	Cn1nc(C(C)(C)C)c(C#N)c1Nc1ccccc1
60	CSc1nc(SCc2ccc(Cl)cc2)ncc1C

assay / entry	55	56	57	58	59	60
SK-OV-3	87	86	-93*	113	120	101
OVCAR-4	109	62	-75*	105	85	91
OVCAR-8	100	87	-69*	112	102	103
U251	98	87	-79*	104	99	95
PC-3	83	73	-87*	83	101	94
OVCAR-5	94	92	-96*	117	97	88
OVCAR-3	122	79	-88*	115	119	102
DU-145	111	91	-93*	111	122	96
SF-295	114	65	-91*	100	110	102

61	COc1cc(/C=C/C(=O)NCC(=O)NN)cc(OC)c1OC
62	COC(=O)[C@]12CC[C@@H](C)[C@H](C)[C@H]1[C@H]1C(=O)C[C@@H]3[C@@]4(C)CCC(=O)C(C)(C)[C@@H]4CC[C@@]3(C)[C@]1(C)CC2
63	Brc1ccc2[nH]c3ccc(Br)cc3c2c1
64	COc1ccc(C2CC(c3ccccc3)=NN2C(=O)c2ccc(S(N)(=O)=O)cc2)cc1 (stereo not given)
65	COc1cccc(NC(=O)Nc2ccc(Nc3nc(C)nc4[nH]c(C)c(C)c34)cc2)c1
66	CN(C)CCCNC(=O)/C=C\C(=O)O

assay / entry	61	62	63	64	65	66
SK-OV-3	96	86	100	103	98	102
OVCAR-4	103	67	102	92	119	114
OVCAR-8	104	85	100	89	76	103
U251	105	82	91	94	95	104
PC-3	104	29	88	73	97	100
OVCAR-5	100	106	103	105	105	103
OVCAR-3	103	83	95	.	100	117
DU-145	104	94	95	102	102	111
SF-295	97	98	90	95	97	103

# Compounds from the list above with a COOH group (2):
25	O=C(c1ccc2ccccc2c1)c1cccc(F)c1C(=O)O (tested in a mixture with another compound)
66	CN(C)CCCNC(=O)/C=C\C(=O)O

assay / entry	25	66
SK-OV-3	99	102
OVCAR-4	111	114
OVCAR-8	100	103
U251	106	104
PC-3	93	100
OVCAR-5	110	103
OVCAR-3	105	117
DU-145	145	111
SF-295	157	103

# Later entries:
67	O=C1NC(c2ccc(O)cc2)=CC(c2c[nH]c3ccccc23)N1 (stereo not given)
68	COc1ccc(Nc2ncc(C(N)=O)c(NCCCNC(=O)C3CCC3)n2)cc1
69	O=c1cc(COc2ccc(OCc3ccccc3)cc2)c2cc(Cl)ccc2o1
70	COc1ccc(-c2coc3cc(OC(C)=O)ccc3c2=S)cc1
71	Oc1ccc(N=Nc2ccccc2)c2ccccc12
72	COc1ccc2cc(C(=O)c3coc4ccc(O)cc34)ccc2c1

assay / entry	67	68	69	70	71	72
SK-OV-3	97	37	105	121	88	77
OVCAR-4	78	81	104	104	.	98
OVCAR-8	88	63	92	114	97	106
U251	70	56	91	106	92	103
PC-3	69	63	89	74	80	95
OVCAR-5	97	109	98	113	107	103
OVCAR-3	91	89	109	117	76	100
DU-145	104	77	111	107	105	100
SF-295	.	76	97	.	118	105

# From PubChem
